LDHA inh: blocks human lactate dehydrogenase A. P00338. purified LDHA, NADH/diaphorase-resazurin fluorescence; active compounds read low. activity change, % (values are at about 110 or 230 µM). actives 0.15% (n = 480,000); in the data active means activity change below about -30%; inconclusive means mostly about -25% to -30%;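 further: plate controls were DMSO wells for no effect and wells without enzyme for full effect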
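Remaining NADH was detected by diaphorase (0.133 mg/mL) converting 37 µM resazurin to fluorescent resorufin, read at 0 and 20 minutes. The preceding 5-minute room-temperature reaction used 2 nM LDHA, 0.2 mM sodium pyruvate and 0.06 mM NADH at pH 7.4.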
TrxR1 substrate: substrates of rat thioredoxin reductase 1. purified TrxR1 substrate turnover, NADPH consumption readout. Potency, µM (series often up to 114 µM), without a hit: at the highest dose activity change, negative = substrate turnover. actives 0.01% (n = 390,000). O89049; further: potency means the concentration at half of the fitted maximal effect; on the % scale 0 is the no-effect control and ±100 the full control effect; nearly all actives have a fitted effect of over 50% in size
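Rat TrxR1, dispensed at 90 nM, was prereduced with 400 uM NADPH (final) for 5 min at ~22 deg C, then incubated with compound 15 min before 400 uM selenite. A first-read NADPH fluorescence drop versus no-compound background flagged substrates.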
mIDH1 inhibitor: blocks human mutant IDH1 R132H enzyme. O75874. Potency, µM (titrated, usually from 76.6 µM), for the others: at the top dose activity change, negative = inhibition, actives largely listed as inhibitors. actives 0.093% (n = 390,000). AID 602179. IDH1-R132H enzyme, NADPH consumption, diaphorase/resazurin fluorescence; further: potency means the concentration at half of the fitted maximal effect; on the % scale 0 is the no-effect control and ±100 the full control effect; nearly all actives have a fitted effect of over 65% in size
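IDH1-R132H (0.5 ug/mL dispensed) in pH 7.5 Tris buffer was preincubated 30 min with compound, then given a substrate mix of 0.016 mM NADPH and 2 mM alpha-KG for 80 min at room temperature; remaining NADPH was read by diaphorase/resazurin fluorescence.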
RXFP1 agonist: RXFP1 (human) receptor agonism; Q9HBX9; HEK293T-RXFP1 cAMP TR-FRET, 30 min; response scale: percent of porcine relaxin response, buffer zero; Potency, µM (highest dose often 57.5 µM), for inactives: at the top dose activation, actives largely listed as activators; actives 0.3% (n = 370,000); further: potency means the concentration at half of the fitted maximal effect; on the % scale 0 is the no-effect control and ±100 the full control effect; nearly all actives have a fitted effect of over 60% in size; many of its hits are not listed in these tables
Target sequence (Q9HBX9 whole entry, looked up): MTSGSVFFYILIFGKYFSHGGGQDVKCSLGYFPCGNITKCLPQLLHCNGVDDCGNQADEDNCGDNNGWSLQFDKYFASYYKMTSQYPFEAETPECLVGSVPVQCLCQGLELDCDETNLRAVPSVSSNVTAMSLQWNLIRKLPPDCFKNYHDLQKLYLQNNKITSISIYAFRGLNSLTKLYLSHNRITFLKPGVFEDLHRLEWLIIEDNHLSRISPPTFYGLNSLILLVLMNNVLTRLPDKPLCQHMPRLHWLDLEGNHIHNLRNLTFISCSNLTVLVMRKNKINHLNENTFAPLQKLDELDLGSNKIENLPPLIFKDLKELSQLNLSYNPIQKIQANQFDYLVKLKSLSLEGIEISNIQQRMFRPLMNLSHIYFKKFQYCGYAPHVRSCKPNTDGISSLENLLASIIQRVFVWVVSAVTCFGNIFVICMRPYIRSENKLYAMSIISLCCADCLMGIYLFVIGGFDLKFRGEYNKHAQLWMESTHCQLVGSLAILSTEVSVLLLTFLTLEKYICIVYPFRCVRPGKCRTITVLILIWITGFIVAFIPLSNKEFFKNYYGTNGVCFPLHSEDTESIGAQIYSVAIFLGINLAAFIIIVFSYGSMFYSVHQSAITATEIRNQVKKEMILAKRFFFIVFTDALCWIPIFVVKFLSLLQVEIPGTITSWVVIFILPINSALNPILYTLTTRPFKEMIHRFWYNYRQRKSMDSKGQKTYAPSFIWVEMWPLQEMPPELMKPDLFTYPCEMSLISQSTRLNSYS
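HEK293 cells stably expressing RXFP1, treated 30 min at 37C with compounds plus PDE4 inhibitor Ro 20174; cAMP measured by HTRF TR-FRET. Normalized to buffer and 29 nM porcine relaxin; EC50 by Hill fit.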
GRP78 ERSR act: ER stress response induction in glioma; U87-MG GRP78 promoter luciferase reporter, 16 h; Potency, µM, for inactives: at the top dose activation, most hits filed as activators; actives 0.02% (n = 420,000); further: potency means the concentration at half of the fitted maximal effect; series mostly up to about 76 µM; % of control where 0% means no effect; nearly all actives have a fitted effect of over 35% in size
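ERSR induction read as luciferase luminescence (Bright-Glo, 10 min at room temperature) in stably transfected human U87-MG glioma cells exposed to compounds for 16 h, using GRP78 as sensor.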
Vif-APOBEC3G blk: inhibitors of Vif-APOBEC3G interaction. Q9HC16. AID 602310. Potency, µM (series often up to 46.1 µM), inactives show at the top dose activity, negative = active, actives largely listed as inhibitors. HeLa A3G-eYFP + Vif (tagged APOBEC3G with the HIV-1 protein that degrades it), YFP fluorescence, overnight. actives 0.076% (n = 410,000);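 further: potency means the concentration at half of the fitted maximal effect; on the % scale 0 is the no-effect control and ±100 the full control effect; nearly all actives have a fitted effect of over 60% in size; hits raise eYFP signal because A3G escapes Vif-driven loss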
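Read-out is eYFP fluorescence (Ex 488/Em 500-530) from Vif-expressing HeLa A3G-eYFP cells; more signal means A3G escaped Vif-mediated degradation. Cells plated overnight, compound pinned in, incubated overnight at 37 deg C.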
Vif-APOBEC3F blk: inhibitors of Vif-A3F interaction | HeLa A3F-eYFP + Vif (tagged APOBEC3F with the HIV-1 protein that degrades it), YFP fluorescence increase | Potency, µM (highest dose often 46.1 µM), for inactives: at the highest dose activity, negative = active | actives 0.2% (n = 390,000); further: potency means the concentration at half of the fitted maximal effect; % of control where 0% means no effect; nearly all actives have a fitted effect of over 65% in size
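Fluorescence increase (Ex 488/Em 500-530) after overnight compound treatment at 37 deg C flags inhibition of Vif-driven A3F-eYFP loss in stable HeLa A3F-eYFP/Vif cells seeded overnight beforehand.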
USP1-UAF1 inh: inhibitors of human USP1/UAF1 deubiquitinase. O94782. recombinant USP1/UAF1, Ub-Rhodamine cleavage fluorescence. Potency, µM (highest dose often 57.1 µM), without a hit: at the highest dose activity change, negative = inhibition, actives largely listed as inhibitors. actives 0.23% (n = 390,000). AID 743255; further: potency means the concentration at half of the fitted maximal effect; on the % scale 0 is the no-effect control and ±100 the full control effect; nearly all actives have a fitted effect of over 60% in size; inactives centre near -12
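High-throughput fluorogenic screen: 1nM USP1/UAF1 complex, Ub-Rho substrate 150nM final, 50mM HEPES pH 7.8 with 0.5mM EDTA, 0.1 mg/ml BSA, 1mM TCEP and 0.01% Tween-20.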
PI4K2A inh: blocks human PI4K2A kinase activity | Q9BTU6 | purified PI4K2A, ADP-Glo luminescence, 1 h; active compounds read low | activity change, negative = inhibition, % at 76.9 µM | actives 0.13% (n = 420,000) | AID 1346378; in the data active means activity change below about -50%; inconclusive means mostly about -30% to -49%;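 further: -100% = wells without enzyme as full effect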
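In this quantitative HTS, ADP production by PI4K2A was quantified luminescently after 1 h at ambient temperature; 100 microM adenosine served as plate-quality control.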
* marks the source's active call; other numbers are inactive results; ? = inconclusive; / = not tested or not shown; [ ] = dose if it differs, or a comment. Unless noted, the call rests on the fitted dose curve; in most records, active means well fitted curve in the direction sought with a large enough effect; inconclusive means small, poorly fitted or top-dose-only effect, or another doubt; inactive means no such curve, though single readings can be large; an effect the other way counts as inactive or inconclusive. The list is partial; rates above refer to the full screens.

mol,LDHA inh,TrxR1 substrate,mIDH1 inhibitor,RXFP1 agonist,GRP78 ERSR act,Vif-APOBEC3G blk,Vif-APOBEC3F blk,USP1-UAF1 inh,PI4K2A inh
CC(C)C[C@@H](CN)NC(=O)c1nc[nH]c1C(=O)N[C@@H](Cc1c[nH]c2ccccc12)C(=O)CNC[C@H](C)NC(=O)c1nc[nH]c1C(=O)N[C@@H](CC(=O)O)C(=O)O,4,2%,-1%,/,0%,4%,2%,-1%,-12
N#Cc1ccc(C#Cc2ccc3oc4ccccc4c(=O)c3c2)cc1,1,14%[57.1 µM],2%,/,1%,-7%,-8%,-19%,1
COc1cccc2c(N/N=C/c3ccccc3)cc(C)nc12,1,4%,2%,2.8%,-2%,-2%,2%,-8%,-4
Cc1ccc(CC(=O)NCC(O)c2ccccc2)cc1 (stereo not drawn),-4,13%,8%,1.7%,0%,0%,3%,-8%,-9
CC(C)OC(=O)CSc1nc(N)c(C#N)c(-c2ccco2)c1C#N,1,-10%,1%,?,-3%,-8%,-14%,-18%,-6
S=c1[nH]nc(-c2cc(-c3ccccc3)n[nH]2)n1/N=C/c1cccs1,-8,8%[57.1 µM],-2%,0.6%,1%,-24%,23%,-12%,-1
CC(C)(C)C1CCC(C(=O)Nc2ccccc2N2CCOCC2)CC1 (stereo not drawn),3,-12%,1%,-1.0%,-4%,-1%,-8%,-22%,-4
Cc1ccc(Cn2nnc3c(=O)[nH]c(C4CCN(S(=O)(=O)c5ccc(F)cc5)CC4)nc32)cc1,0,-10%,-8%,0.3%,-7%,0%,-6%,-9%,0
CCOc1ccccc1NC(=O)CCNS(=O)(=O)c1ccc(NC(C)=O)cc1,-2,5%,-1%,2.4%,-5%,3%,-3%,-19%,4
COc1ccc(-c2noc(CSCC(=O)Nc3cccc(C(F)(F)F)c3)n2)cc1OC,-9,-18%,0%,0.4%,1%,4%,1%,-30%,10
O=C(NCc1ccco1)c1cc([N+](=O)[O-])cc([N+](=O)[O-])c1,9,-12%,5%,-1.1%,-4%,-1%,1%,0%,-6
O=C1CCCN1c1cc(Cl)cc(Cl)c1,-9,4%[57.1 µM],15%,0.1%,-6%,2%,-19%,-10%,0
CCOC(=O)C(C)n1nc(-c2ccccc2)c2ccccc2c1=O (stereo not drawn),2,3%,2%,-2.3%,-4%,-8%,-18%,-8%,-4
CCOC(=O)C1=CCN(S(=O)(=O)c2ccccc2C)C1c1ccc(C)cc1 (stereo not drawn),-2,/,/,/,-4%,-2%,/,/,-1
N#CC1=C(N)OC2=C(C(=O)CCC2)C1Cc1ccccc1 (stereo not drawn),-2,4%,0%,/,-1%,0%,-14%,0%,6
CCOC(=O)CC(=O)NC(CC(=O)OC)c1ccc(Br)cc1 (stereo not drawn),-9,8%[57.1 µM],-5%,-0.3%,-1%,0%,5%,-12%,4
Cc1ccc2c(c1)-c1nc(-c3ccc4c(c3)NC(=O)CO4)cc(-c3ccccc3)c1CO2,-3,26%,-14%,5.2%,-1%,-1%,1%,-26%,2
CC(C)(C)c1nnc(NC(=O)c2cccnc2)s1,-7,2%,6%,-2.1%,0%,0%,-2%,-3%,-2
COc1ccc(NC(=O)N(C)[C@H]2C[C@H]3c4[nH]c5ccc(-c6ccc(OC)cc6)cc5c4CCN3C[C@H]2[C@H](C)O)cc1,-10,/,2%,/,-7%,-17%,-5%,-9%,-7
O=C1COc2ccc(-c3csc(-c4ccc(F)cc4)n3)cc2N1,0,-6%,/,/,2%,1%,/,/,/
Cc1cc(NCCc2ccc(Cl)cc2)n2ncnc2n1,-13,1%,-1%,2.1%,-3%,2%,17%,-10%,-3
COc1ccc(CC(=O)Nc2cc(S(=O)(=O)Nc3ccc(OC)cc3)ccc2OC)cc1,-2,-5%,7%,/,-3%,-1%,1%,-10%,4
O=C(CSc1ncn[nH]1)Nc1ccc(Cl)c(Cl)c1,0,0%,-1%,-1.3%,-2%,0%,0%,-11%,1
O=C1Nc2ccccc2OC1CC(=O)N1CCCC1 (stereo not drawn),-6,3%,5%,0.2%,-5%,2%,1%,?,-4
O=C(CCN1CCCC1=O)NC1CCCc2c1cnn2-c1ccccc1F (stereo not drawn),-2,3%[57.1 µM],9%,0.3%,-5%,2%,2%,-11%,9
COc1ccccc1N1C(=O)CC(N2CCN(c3ccc(Cl)cc3)CC2)C1=O (stereo not drawn),-7,-2%,0%,-0.2%,-1%,0%,13%,-1%,1
OC(CNCCc1ccc(C(F)(F)F)cc1)COc1ccc2ccccc2c1 (stereo not drawn),6,-10%,4%,0.1%,-14%,-11%,1%,-16%,-2
CCc1nnc2sc(-c3cc(-c4ccccc4)nc4ccccc34)nn12,1,14%,2%,0.8%,-4%,-7%,-8%,2%,-8
CN1OC[C@@H]2CN(C(=O)c3ccc(-c4ccccc4)cc3)[C@H](c3ccc(-c4cccc(F)c4)cc3)C[C@@H]21,-19,/,7%,/,1%,-6%,-4%,-17%,-5
COc1ccc(-n2c(SCC(=O)O)nnc2-c2ccc(NC(=O)c3ccccc3)cc2)cc1,-12,6%,1%,0.0%,6%,-4%,3%,?,1
CC(C(=O)Nc1ccc2c(c1)OCCO2)N1Cc2ccccc2C1=O (stereo not drawn),-17,-14%,-1%,-1.0%,-9%,-2%,3%,-4%,2
CCOC(=O)c1sc(N=NC2=C(O)CCCC2=O)c(C(=O)OCC)c1C,11,-2%[57.1 µM],0%,0.1%,5%,0%,-15%,-9%,-17
C/C=C/C=C\C(=O)Nc1cccc(C2=NOC3(C2)C[C@@H](C(N)=O)N(C(=O)c2cc([N+](=O)[O-])cc([N+](=O)[O-])c2)C3)c1 (stereo partly drawn),9,-6%,9%,0.0%,0%,0%,1%,-8%,0
O=C1C2C3CCC(O3)C2C(=O)N1c1cc(OCC(F)F)cc([N+](=O)[O-])c1 (stereo not drawn),2,-4%,10%,1.7%,-2%,-1%,-27%,-17%,3
CN1CCC(N(C)S(=O)(=O)c2ccc(F)cc2F)CC1,1,3%,-14%,-1.2%,-5%,1%,5%,-3%,-7
Cc1ccccc1C(=O)Nc1cc(C)c(O)c(-c2nc3ccccc3o2)c1,1,-2%,-8%,?,5%,2%,1%,-29%,-6
CCc1cnc2c(c1SC(C(C)=O)C(=O)N(C)C)c(=O)n(C)c(=O)n2C (stereo not drawn),-1,0%[57.1 µM],4%,3.4%,-2%,2%,?,-31%,-4
CC(=O)O/N=C/c1c(N2CCOCC2)n(C)c2ccccc12,-2,-5%,9%,-0.9%,-3%,4%,-2%,-9%,10
CCCN(CC(=O)Nc1ccccc1OC)C(=O)c1cccc(S(=O)(=O)Nc2ccc(OC)cc2)c1,-2,-1%,1%,-1.1%,-1%,-4%,2%,-5%,1
COCCN(C(=O)COC(=O)/C=C/c1nc2ccccc2s1)c1c(N)n(Cc2ccccc2)c(=O)[nH]c1=O,-8,-5%[57.1 µM],-8%,0.5%,1%,-11%,4%,-21%,5
CC(C)(C)C(=O)Nc1ccccc1-c1nc2ccccc2[nH]c1=O,-2,-2%,-3%,-2.7%,-3%,-10%,-5%,-19%,0
CN(C(=O)c1ccc(NC(=O)Cc2ccc(NC(=O)C3CCCN(C(=O)C4CCCCC4)C3)cc2)cc1)C1CCCC1 (stereo not drawn),-2,3%,-8%[38.3 µM],/,-3%,0%,-2%,?,-1
COc1cc(CNc2nnnn2C)cc(OC)c1OC,-2,0%,-4%,-1.8%,-2%,0%,8%,-15%,4
Cc1nc(-c2nc(-c3c(C(=O)NNC(=O)Nc4ccccc4)noc3C)cs2)cs1,-4,-5%,-4%,4.8%,4%,-5%,0%,-6%,4
CC(C)C(=O)N1CCN(c2nc(-c3ccccc3)c3c(c2C#N)CCCC3)CC1,1,77%[activator],-19%,4.4%,-2%,3%,-4%,-10%,4
CC(C)c1csc2nc3n(c(=O)c12)CCCCC3,-14,-4%,-1%,2.7%,3%,1%,-6%,0%,-1
CSc1ccccc1NC(=O)Cn1c(-c2cscn2)nc2ccccc21,-9,4%,6%,0.9%,-1%,3%,-3%,-12%,2
O=C(N/C(=C\c1ccc([N+](=O)[O-])cc1)C(=O)N1CCOCC1)c1ccco1,-5,-14%,-4%,-0.6%,-3%,-1%,5%,-3%,6
Cc1ccc(OCCNC(=O)C(=O)NCc2ccco2)cc1,-7,-1%[57.1 µM],5%,0.7%,-1%,?,-6%,-24%,2
Clc1ccc2nc3ccccc3cc2c1,0,/,20%,/,5%,0%,0%,-14%,0

Two entries picked at random from those above, as already listed:
mol,LDHA inh,TrxR1 substrate,mIDH1 inhibitor,RXFP1 agonist,GRP78 ERSR act,Vif-APOBEC3G blk,Vif-APOBEC3F blk,USP1-UAF1 inh,PI4K2A inh
COc1cc(CNc2nnnn2C)cc(OC)c1OC,-2,0%,-4%,-1.8%,-2%,0%,8%,-15%,4
CC(C(=O)Nc1ccc2c(c1)OCCO2)N1Cc2ccccc2C1=O (stereo not drawn),-17,-14%,-1%,-1.0%,-9%,-2%,3%,-4%,2
